Lipid storage S3: qHTS Assay for Lipid Storage Modulators in Drosophila S3 Cells | Drosophila S3 cells, BODIPY lipid droplet fluorescence, 18-24 h; cells fed with added oleic acid | lipid storage change, negative = inhibition, % at the top dose, mostly 46.1 µM; hits show Potency in µM | hit rate 0.64% among 320,000; active = well fitted inhibition curve with a large enough effect in the signal ratio, with a control signal flat, not every such curve was filed as active; inconclusive = small, poorly fitted or top-dose-only effect, or effect the other way, or a change in a side signal; the % refers to the signal ratio
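Laser-scanning cytometry quantifies lipid droplet accumulation (500–530 nm total intensity; droplet/cell object ratio) in oleic acid-fed (400 uM added) Drosophila S3 cells treated with a concentration series. 20 uM Triacsin C defined 100% inhibition.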
Lipid storage S3 cell count max: further read-out of Lipid storage S3, marked with its call; cell number change, %; measured here: cell count max response;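 cells counted by Cell Tracker Red CMTPX staining in the red channel; peak over a dose series mostly up to 46.1 µM; percent activity relative to internal control wells on each plate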
Active calls of the source: *; i = inactive; ? = inconclusive; . = no result given. % is set by controls: 0 for no effect and ±100 for the full control effect; potency is the fitted concentration of half-maximal effect.

SMILES	Lipid storage S3	Lipid storage S3 cell count max
COc1ccc(C(=O)NCCCNC(=O)c2ccccn2)cc1Br	?	.
CCCNS(=O)(=O)c1ccc(CCC(=O)N2CCN(c3ccc(F)cc3)CC2)cc1	14.8%	.
COc1ccc(NC(=O)c2ccccc2SC)cc1OC	i	.
CCOC(=O)N1CCN(C(=O)C2CCN(Cc3ccc(OC)cc3OC)CC2)CC1	-11.3%	-3.1
O=C(NCCCc1ccccc1)c1ccc([N+](=O)[O-])cc1Cl	?	.
O=C(NC1CCCCCC1)C1C2C=CC3(CN(Cc4cccnc4)C(=O)C13)O2 (stereo not given)	?	.
O=C(COc1ccccc1Cl)Nc1ccc2oc(=O)ccc2c1	i	22.2
COc1cc(N=Nc2ccccc2C(=O)O)ccc1O	?	.
COc1ccc(C(CC(=O)N2CCCC2)c2c(OC)cc(OC)c3ccc(=O)oc23)cc1 (stereo not given)	?	.
COc1ccc(CC(=O)OCC(=O)NCCNC(=O)COC(=O)Cc2ccc(OC)cc2)cc1	?	.
CCCCn1c(N)c(N(CC(C)C)C(=O)c2cccc(S(=O)(=O)N(C)c3ccccc3)c2)c(=O)[nH]c1=O	?	.
Cc1cc(=O)oc2cc(OCC3CC(c4ccccc4Cl)=NO3)ccc12 (stereo not given)	?	.
CCCCN(Cc1ccco1)S(=O)(=O)c1csc(C(N)=O)c1	i	5.4
COc1cccc(C(=O)C2CCCN(C(=O)CCc3scnc3C)C2)c1 (stereo not given)	?	.
Cc1cc(=O)[nH]c(SCC(=O)NC2CCCCC2)n1	?	.
Clc1ccc2nc(C3CCN(Cc4nnnn4C4CCCCC4)CC3)[nH]c2c1	?	.
Cc1cc2oc(C(=O)Nc3nonc3C)c(C)c2cc1Cl	i	29.0
CCCN(CC(=O)Nc1ccccc1OC)C(=O)c1ccc(COc2ccccc2)o1	?	.
C/C(=N\NC(=O)C1CC1c1ccccc1)c1cccs1 (stereo not given)	25.6%	-7.3
Cc1n[nH]c(=S)n1/N=C/c1c(O)ccc2ccccc12	7.1%	3.6

Whole records, looked up by structure.
COc1ccc(NC(=O)c2ccccc2SC)cc1OC as listed: Lipid storage S3: i; Lipid storage S3 cell count max: .
Cc1cc(=O)oc2cc(OCC3CC(c4ccccc4Cl)=NO3)ccc12 (stereo not given) as listed: Lipid storage S3: ?; Lipid storage S3 cell count max: .

Following part:
SMILES	Lipid storage S3	Lipid storage S3 cell count max
O=C(CNC(=O)c1ccc(Cl)c([N+](=O)[O-])c1)NCC1CCCO1 (stereo not given)	?	.
CCN(CC)C(=O)Cn1nc(C)c2ccccc2c1=O	?	.
CCOC(=O)CCCCC(=O)c1[nH]c(=O)[nH]c1CSCCO	?	.
COc1cccc(CC(=O)Nc2cc(C(F)(F)F)ccc2N2CCCC2)c1	?	.
Cc1ccc(S(=O)(=O)NC2=C(N3CCN(Cc4ccccc4)CC3)C(=O)c3ccccc3C2=O)cc1	?	.
COc1ccc(-n2nc3c(c2NC(=O)C(C)Oc2ccccc2)CS(=O)C3)cc1 (stereo not given)	i	-19.4
Cc1cccc(NC(=O)CSc2nnc(-c3ccncc3)n2CC2CCCO2)c1 (stereo not given)	?	.
CCOc1ccc(N2C(=O)CC(NNc3nc4ccccc4s3)C2=O)cc1 (stereo not given)	-8.5%	-21.0
CCOC(=O)C1=C(C)S/C(=C\N(C)C)C1=O	?	.
CCOC(=O)c1sc(=NC(=O)COc2ccccc2)n(C)c1C	?	.
Cc1nn(CC(=O)Nc2ccc3c(c2)OCO3)c(C)c1Cl	i	.
Cc1cc(=O)[nH]c(N/N=C/c2c(C)nn(-c3ccc(F)cc3)c2Cl)n1	-2.3%	25.7
Cc1ccc(-c2nc(C(F)(F)F)cc(=O)[nH]2)cc1	5.3%	13.3
CCCCNC(=O)c1ccccc1NC(=O)CCSc1ccccc1	?	.
COc1ccccc1CNC(=O)C1CCCN(S(=O)(=O)c2cccc3nonc23)C1 (stereo not given)	?	.
O=C(c1ccc2c3c(cccc13)CC2)C1CCCN(Cc2ccccn2)C1 (stereo not given)	-15.1%	-1.7
COc1ccc(C)cc1NC(=O)C1CCCN1C(=O)OCc1ccccc1 (stereo not given)	?	.
COc1ccc(CNC(=O)COC(=O)c2ccc(F)c(S(=O)(=O)N3CCCCC3)c2)cc1OC	?	.
COc1cccc2c1C(=O)C=C(C)C2=O	?	.
CN(C(=O)c1ccc(NC(=O)Cc2cccc(NC(=O)C3CCCN(C(=O)C4CCCCC4)C3)c2)cc1)C1CCCC1 (stereo not given)	?	.

Molecules listed so far that have an aryl thioether with sulfur outside any ring, in the order listed:
SMILES	Lipid storage S3	Lipid storage S3 cell count max
COc1ccc(NC(=O)c2ccccc2SC)cc1OC	i	.
Cc1cc(=O)[nH]c(SCC(=O)NC2CCCCC2)n1	?	.
Cc1cccc(NC(=O)CSc2nnc(-c3ccncc3)n2CC2CCCO2)c1 (stereo not given)	?	.
CCCCNC(=O)c1ccccc1NC(=O)CCSc1ccccc1	?	.

Looked up one by one from the list above, 5 records:
SMILES	Lipid storage S3	Lipid storage S3 cell count max
CCOC(=O)C1=C(C)S/C(=C\N(C)C)C1=O	?	.
Cc1n[nH]c(=S)n1/N=C/c1c(O)ccc2ccccc12	7.1%	3.6
CCCCn1c(N)c(N(CC(C)C)C(=O)c2cccc(S(=O)(=O)N(C)c3ccccc3)c2)c(=O)[nH]c1=O	?	.
COc1cc(N=Nc2ccccc2C(=O)O)ccc1O	?	.
O=C(NCCCc1ccccc1)c1ccc([N+](=O)[O-])cc1Cl	?	.

Additional entries:
SMILES	Lipid storage S3	Lipid storage S3 cell count max
O=C(NCc1ccc(F)cc1)c1ccc(Br)o1	?	.
CCN(CC)C(=O)Cn1cc(C(=O)C2CC2)c2ccccc21	10.7%	13.1
C=CCOc1ccccc1CN1CCC(Cc2ccccc2)CC1	2.2%	14.2
CC1CCN(C(=O)Cn2c(=O)n(Cc3ccco3)c(=O)c3sccc32)CC1	i	-11.1
O=C(CSc1nnnn1-c1ccc(C(=O)O)cc1)NC1CC1	?	.
CCOc1ccc(S(=O)(=O)N2Cc3ccccc3CC2C(=O)O)cc1 (stereo not given)	?	.
Cc1ccccc1NC(=O)Cn1nc(C)n2cccc2c1=O	i	4.8
CNc1c(C(=O)O)ccc2c1C(=O)c1ccccc1C2=O	?	.
Cc1ccc(C)c(NS(=O)(=O)c2csc(C(N)=O)c2)c1	?	.
CCCOC(=O)CCNc1n[nH]c(=O)[nH]c1=O	15.8%	-3.3
COc1ccc(-c2nnc(CSc3nnc(-c4ccncc4)n3C3CCCCC3)o2)cc1OC	?	.
Cc1cc(NC(=O)CN2CCC(O)(c3cccc(F)c3)CC2)no1	?	.
S=C(Nc1ccc(Br)cc1)NC1CCN(Cc2ccccc2)CC1	?	.
O=C(Nc1ccc(C(F)(F)F)cc1)c1cnc(N2CCN(c3ccccn3)CC2)c2ccccc12	0.5%	-5.7
Cc1noc(C)c1COC(=O)c1cnc(Cl)c(Cl)c1	?	.
CCC(C)NC(=O)CSc1nnc(-c2ccc(C(C)(C)C)cc2)n1C (stereo not given)	?	.
Cn1c(=O)oc2cc(S(=O)(=O)NCCC(=O)N3CCc4ccccc43)ccc21	24.0%	9.8
CC1(C)C(=O)Nc2ccccc2N1C(=O)CN1C(=O)NC(CCc2ccccc2)C1=O (stereo not given)	?	.
CN(C(=O)CSc1nnc(-c2ccc(Cl)cc2)n1CC1CCCO1)C1CCS(=O)(=O)C1 (stereo not given)	-0.3%	-4.6
CCOC(=O)c1cccc(NC(=O)CNS(=O)(=O)c2cccs2)c1	-9.4%	-19.7
CCOC(=O)c1cc2c(=O)n3ccccc3nc2n(Cc2ccco2)c1=NC(=O)c1ccc(OC)cc1OC	?	.
CCN(CC)c1ccc(C2C(C(=O)OC)=C(C)NC(C)=C2C(=O)OC)cc1	22.3%	-12.3
CC(C)CN(C(=O)Cn1c(=O)cnc2ccccc21)C1CCS(=O)(=O)C1 (stereo not given)	-19.8%	.
Cn1c(=O)c2c(SCC(=O)N3CCOCC3)nc(-c3ccccc3F)nc2n(C)c1=O	?	.
CCOC(=O)/C=C1\Nc2ccccc2OC1=O	?	.
FC(F)(F)c1ccc(/C=N/N2CCN(Cc3ccccc3)CC2)cc1	?	.
CC(CCCCC(=O)Nc1ccc(C(F)(F)F)cc1)NCCc1cnc[nH]1 (stereo not given)	-1.2%	-13.1
O=C1CC(NCC2CCCO2)C(=O)N1c1ccc(F)cc1 (stereo not given)	?	.
O=S(=O)(c1ccccc1)c1nc(NC2CC2)sc1Cl	?	.
Cc1ccc(C(=O)Nc2nnc(COc3ccccc3)s2)cc1	0.9%	6.6
Cc1cccc(C(=O)NC(=S)NNC(=O)Cc2ccccc2)c1	9.0%	6.7
CC(C)C(C(=O)Nc1ccc(S(N)(=O)=O)cc1)N1C(=O)c2ccccc2C1=O (stereo not given)	?	.
COc1ccc(-c2oc3ncnc(NCCCO)c3c2-c2ccc(OC)cc2)cc1	?	.
O=C(CSc1nc2[nH]ncc2c(=O)[nH]1)NCCc1ccccc1	2.8%	.
N#Cc1cccc(N=Cc2c(O)ccc3ccccc23)c1	?	.
Cc1ccc(C(=O)OCC(=O)c2ccccc2)cc1	-17.6%	5.6
CC1=CC(C)(C)Nc2ccc(OC(=O)C(Cc3ccccc3)N3C(=O)c4ccccc4C3=O)cc21 (stereo not given)	?	.
O=C(NCc1ccco1)/C(=C/c1cccc(C(F)(F)F)c1)c1nc2ccccc2[nH]1	2.9%	-4.5
O=C(Oc1c(CN2CCOCC2)cc(Cl)c2cccnc12)c1ccccc1Br	-13.6%	-17.5
O=C(O)C1CCCCC1C(=O)Nc1ccc(S(=O)(=O)N2CCCCCC2)cc1 (stereo not given)	?	.
CC1CCCC(NC(=O)COC(=O)/C=C/c2ccc3c(c2)OCO3)C1C (stereo not given)	?	.
COc1ccc(NC(=O)c2cccc(N3C(=O)C4C5C=CC(C5)C4C3=O)c2)cc1Cl (stereo not given)	?	.
CCCOc1ccc(/C(O)=C2\C(=O)C(=O)N(CCCN(C)C)C23C(=O)N(C)c2ccccc23)cc1 (stereo not given)	4.6%	2.4
COc1ccc(NC(=S)N(CCC(C)C)C2CCN(C(C)C)CC2)cc1	?	.
COc1cccc(OCc2nnc(SCC(=O)N3c4ccccc4Sc4ccc(Cl)cc43)o2)c1	?	.
O=C(CCN1C(=O)C2CC=CCC2C1=O)N1CCN(c2ccccn2)CC1 (stereo not given)	-24.3%	-6.6
COc1ccc(CN2CCN(CCCc3ccccc3)C(CCO)C2)c(O)c1 (stereo not given)	?	.
COC(C(=O)Nc1ccnn1C1CCN(C(=O)c2ccc(C=O)cc2)CC1)c1ccccc1 (stereo not given)	?	.
S=C(Nc1ccc(Cl)cc1Cl)N1CCCC1	?	.
CC1=C(C#N)C(c2ccccc2)C2=C(N1)c1ccccc1C2=O (stereo not given)	?	.
COC(=O)c1cc(S(=O)(=O)Nc2ccc(C)cn2)c[nH]1	i	14.4
CCC(=O)N1CCN(c2ccc(NC(=O)c3cccs3)cc2)CC1	0.3%	10.9
COC(=O)/C=c1/s/c(=C(/C#N)C(=O)N2CCCCC2)n(-c2ccccc2)c1=O	?	.
CCC1Oc2ccc(C)cc2N(CC(=O)NCCN2CCCCCC2)C1=O (stereo not given)	8.8%	11.5
Cn1c2c(c(=O)n(C)c1=O)C(c1ccc(Br)cc1)C(C#N)=C(N)N2 (stereo not given)	?	.
O=C(CCN1C(=O)C2C3C=CC(C3)C2C1=O)Nc1nccs1 (stereo not given)	?	.
CC(=O)Nc1ccc(NC(=O)CSc2nnc(NC(=O)C3CC(=O)N(c4ccccc4)C3)s2)cc1 (stereo not given)	?	.
COc1ccc(NC(=O)N(Cc2cc3ccc(OC)cc3[nH]c2=O)CC2CCCO2)cc1 (stereo not given)	-5.0%	-17.4
CCc1ccc(NC(=O)CC2C(=O)N(c3ccc(C)cc3)C(=O)N2CCc2ccncc2)cc1 (stereo not given)	-1.1%	5.8
Cc1ccccc1-n1c(C)nnc1SCC(=O)N(C)C1CCS(=O)(=O)C1 (stereo not given)	?	.
Going on with the list.
SMILES	Lipid storage S3	Lipid storage S3 cell count max
O=C(Nc1ccc(S(=O)(=O)Nc2ncccn2)cc1)c1ccc2ncsc2c1	-1.0%	15.0
O=C(Nc1ccc(N2CCN(C(=O)c3ccc(Cl)cc3)CC2)cc1)c1ccc2c(c1)OCCO2	?	.
CN(C)/C=C(\C#N)C(=O)N/N=C/c1ccccc1	i	.
CCC(=O)c1ccccc1OCCSc1nc(C)cc(=O)[nH]1	?	.
COCCn1c(SCC(=O)Nc2cccnc2Cl)nc2cc(Cl)ccc2c1=O	?	.
Cc1ccc2cc(CNC(C)(C)C)c(=O)[nH]c2c1	?	.
Cn1c(=O)n(C)c2cc(NC(=O)c3cc4ccccc4o3)ccc21	?	.
O=C(O)c1cccc(S(=O)(=O)Nc2ccc(OCc3ccccc3)cc2)c1	?	.

Not all compounds are listed. The share of hits here may be higher or lower than overall.
